# Source: PubChem BioAssay (Broad Institute)
# BioA inh – BioA (M. tuberculosis) enzyme inhibition. purified M. tuberculosis BioA enzyme, plate reader. inhibition, % at 9.99 µM. hit rate 0.096% among 360,000. AID 602481; in the data active means inhibition above about 40%
# * hit, by the source's call.
structure	BioA inh
C[C@H]1CN([C@@H](C)CO)C(=O)c2cc(NC(=O)Nc3ccc(C(F)(F)F)cc3)ccc2O[C@H]1CN(C)S(=O)(=O)c1cccs1	-0.9
CCCC(=O)Nc1ccc2c(c1)C(=O)N(C)[C@@H]1CC[C@@H](CC(=O)NCC(F)(F)F)O[C@@H]1CO2	-6.0
O=S(=O)(c1ccccc1F)N1CCCCN2[C@H](C1)[C@H](c1ccc(-c3cncnc3)cc1)[C@@H]2CO	-1.7
CC(=O)N1[C@@H](CO)[C@@H](c2ccc(-c3ccc(F)cc3)cc2)[C@@H]1CNC(=O)C1CC1	-4.0
CN(C)CC#Cc1ccc([C@@H]2[C@H](CO)N3CCCCN(C(=O)Nc4ccc(F)cc4)C[C@@H]23)cc1	-0.8
COc1ccccc1CN1C[C@H](C)[C@H](OC)CN(C)C(=O)c2cc(NC(C)=O)ccc2OC[C@@H]1C	-1.0
COCCNC(=O)C[C@@H]1CC[C@H]2[C@@H](COC[C@@H](O)CN2Cc2ccc(Cl)c(Cl)c2)O1	-0.7
COc1ccc(NC(=O)Nc2ccc3c(c2)CC(=O)N([C@H](C)CO)C[C@@H](C)[C@H](CN(C)C(=O)Nc2cccc4ccccc24)O3)cc1	-0.5
CCC(=O)NC[C@H]1[C@H](c2ccc(C3=CCCC3)cc2)[C@@H](CO)N1C(=O)C1CC1	0.3
C[C@@H]1CN([C@H](C)CO)C(=O)Cc2cc(NC(=O)Nc3ccc(C(F)(F)F)cc3)ccc2O[C@@H]1CN(C)Cc1ccc(Oc2ccccc2)cc1	-2.6
C[C@H]1CN([C@@H](C)CO)C(=O)Cc2cc(NS(=O)(=O)c3ccc(F)cc3)ccc2O[C@H]1CN(C)C	-1.6
CO[C@@H]1CN(C)C(=O)c2cc(NS(C)(=O)=O)ccc2OC[C@H](C)N(Cc2cncnc2)C[C@@H]1C	-1.6
COc1ccc(-c2ccc3c(c2)[C@H]2[C@H](CCN2C(=O)c2ccc4c(c2)OCO4)[C@H](CO)N3)cc1	0.2
COc1cccc(NC(=O)C[C@@H]2CC[C@H]3[C@@H](COc4ccc(NC(=O)C5CCOCC5)cc4C(=O)N3C)O2)c1	0.9
CNC(=O)C[C@@H]1CC[C@@H]2[C@@H](COc3ccc(NC(=O)c4cscn4)cc3C(=O)N2C)O1	0.7
C[C@H](CO)N1C[C@H](C)[C@H](CN(C)S(=O)(=O)c2ccc(F)cc2)Oc2c(NS(=O)(=O)c3ccc(Cl)cc3)cccc2C1=O	2.0
C[C@@H]1CN([C@@H](C)CO)S(=O)(=O)c2ccc(C#CCN(C)C)cc2O[C@H]1CN(C)C(=O)C1CC1	-1.9
Cc1noc(C)c1S(=O)(=O)Nc1ccc2c(c1)CC(=O)N([C@@H](C)CO)C[C@H](C)[C@@H](CN(C)C(=O)Nc1ccc3c(c1)OCO3)O2	-0.5
O=C(Nc1cc(F)ccc1F)N1CCCCN2[C@H](CO)[C@H](c3ccc(-c4cccnc4)cc3)[C@H]2C1	19
CN(C)C(=O)c1ccc(-c2ccc3c(c2)[C@@H]2[C@@H](CCN2C(=O)c2ccccc2F)[C@@H](CO)N3)cc1	4.3
O=C(C[C@H]1CC[C@H]2[C@@H](COC[C@@H](O)CN2C(=O)c2ccccc2F)O1)NCc1ccc(Cl)c(Cl)c1	5.4
CNC[C@H]1Oc2ccc(NC(=O)c3ccncc3)cc2CC(=O)N([C@@H](C)CO)C[C@@H]1C	-2.2
O=C(C1CCC1)N1C[C@@H]2[C@H](c3ccccc31)[C@H](CO)N2S(=O)(=O)c1ccccc1	-1.5
CCCC(=O)Nc1ccc2c(c1)OC[C@H](C)N(Cc1ccc(F)cc1)C[C@@H](C)[C@H](OC)CN(C)C2=O	0.8
Cc1cc(C)cc(NC(=O)Nc2ccc3c(c2)C(=O)N(C)[C@H]2CC[C@H](CC(=O)O)O[C@H]2CO3)c1	0.1
COc1ccc(NC(=O)Nc2ccc3c(c2)C(=O)N([C@@H](C)CO)C[C@H](C)[C@@H](CN(C)S(=O)(=O)c2c(C)noc2C)OCCCC[C@H](C)O3)cc1	-0.5
COc1ccccc1-c1ccc2c(c1)[C@@H]1[C@@H](CCN1S(=O)(=O)c1cccc(F)c1)[C@H](CO)N2	-0.3
COCC(=O)Nc1ccc2c(c1)C(=O)N(C)C[C@@H](OC)[C@H](C)CN(Cc1ccccn1)[C@H](C)CO2	-0.2
C[C@H](CO)N1C[C@H](C)[C@@H](CN(C)Cc2ccncc2)Oc2ncc(C#Cc3ccncc3)cc2C1=O	-0.9
C[C@H]1CN([C@@H](C)CO)C(=O)c2cc(NC(=O)Cc3ccccc3)ccc2O[C@H]1CN(C)C(=O)Nc1ccc2c(c1)OCO2	-2.2

# Arranged by formula weight (lowest first): part of the list above
structure	BioA inh
COc1ccc(-c2ccc3c(c2)[C@H]2[C@H](CCN2C(=O)c2ccc4c(c2)OCO4)[C@H](CO)N3)cc1	0.2
CN(C)C(=O)c1ccc(-c2ccc3c(c2)[C@@H]2[C@@H](CCN2C(=O)c2ccccc2F)[C@@H](CO)N3)cc1	4.3
O=C(Nc1cc(F)ccc1F)N1CCCCN2[C@H](CO)[C@H](c3ccc(-c4cccnc4)cc3)[C@H]2C1	19

# An excerpt of these results, field by field:
> C[C@H]1CN([C@@H](C)CO)C(=O)c2cc(NC(=O)Nc3ccc(C(F)(F)F)cc3)ccc2O[C@H]1CN(C)S(=O)(=O)c1cccs1
  BioA inh = -0.9

> COc1ccc(NC(=O)Nc2ccc3c(c2)C(=O)N([C@@H](C)CO)C[C@H](C)[C@@H](CN(C)S(=O)(=O)c2c(C)noc2C)OCCCC[C@H](C)O3)cc1
  BioA inh = -0.5

> CNC[C@H]1Oc2ccc(NC(=O)c3ccncc3)cc2CC(=O)N([C@@H](C)CO)C[C@@H]1C
  BioA inh = -2.2

# The list goes on.
structure	BioA inh
C[C@H]1CN([C@@H](C)CO)C(=O)Cc2cc(NC(=O)NC3CCCCC3)ccc2O[C@@H]1CN(C)Cc1ccncc1	-0.1
O=C(C[C@H]1CC[C@H]2[C@@H](COC[C@@H](O)CN2CC2CCCCC2)O1)NCc1ccc(F)cc1	0.0
C[C@@H]1CCCCO[C@@H](CN(C)CC2CCCCC2)[C@H](C)CN([C@H](C)CO)C(=O)c2cc(NS(=O)(=O)c3ccc(Cl)cc3)ccc2O1	8.4
O=C(NC[C@H]1[C@@H](c2ccccc2)[C@H](CO)N1C(=O)C1CCC1)NC1CCCC1	-1.5
CCC(=O)N1[C@H](CO)[C@@H](c2ccc(-c3cccnc3)cc2)[C@@H]1CN(C)C(C)=O	5.1
C[C@H]1CN([C@@H](C)CO)C(=O)c2cccc(NC(=O)C3CCCCC3)c2O[C@H]1CN(C)Cc1ccc(-c2ccccc2)cc1	-2.3
C[C@@H]1CCCCO[C@H](CN(C)Cc2ccc(C(F)(F)F)cc2)[C@H](C)CN([C@H](C)CO)C(=O)c2cc(NC(=O)Nc3ccccc3)ccc2O1	-1.7
COc1cccc(S(=O)(=O)Nc2ccc3c(c2)C(=O)N(C)[C@H]2CC[C@H](CC(=O)NCC4CCCCC4)O[C@H]2CO3)c1	-0.9
COc1cccc(NC(=O)C[C@H]2CC[C@@H]3[C@H](COc4ccc(NS(=O)(=O)c5cccc(F)c5)cc4C(=O)N3C)O2)c1	-0.5
COc1ccc(NC(=O)N(C)C[C@H]2OCc3ccccc3-c3ccccc3C(=O)N([C@@H](C)CO)C[C@@H]2C)c(OC)c1	0.6
CCCNC(=O)C[C@@H]1C[C@@H]2c3cc(NC(=O)Nc4ccccc4)ccc3O[C@@H]2[C@H](CO)O1	-2.0
CO[C@@H]1CN(C)C(=O)c2cc(NS(=O)(=O)c3cn(C)cn3)ccc2OC[C@@H](C)N(C)C[C@H]1C	-1.0
O=C(CN1CCOCC1)N1CCCCN2[C@H](CO)[C@H](c3ccc(-c4ccccc4F)cc3)[C@@H]2C1	3.6
CO[C@H]1CN(C)C(=O)c2cc(NS(=O)(=O)c3cn(C)cn3)ccc2OC[C@@H](C)N(C)C[C@H]1C	-0.6
Cc1noc(C)c1S(=O)(=O)Nc1ccc2c(c1)CC(=O)N([C@H](C)CO)C[C@H](C)[C@H](CN(C)S(C)(=O)=O)O2	-1.1
COc1cccc(C(=O)Nc2ccc3c(c2)C(=O)N(C)[C@@H]2CC[C@@H](CC(=O)NCc4ccc(F)cc4)O[C@@H]2CO3)c1	-1.9
COc1ccc(S(=O)(=O)Nc2ccc3c(c2)C(=O)N([C@@H](C)CO)C[C@@H](C)[C@H](CN(C)S(=O)(=O)c2ccc(Cl)cc2)O3)cc1	-1.5
O=C(C[C@@H]1C[C@H]2c3cc(NC(=O)Nc4ccc(F)cc4)ccc3O[C@H]2[C@@H](CO)O1)NC1CCCCC1	-1.6
CO[C@H]1CN(C)C(=O)c2ccc(NC(=O)C3CC3)cc2OC[C@H](C)N(Cc2cc(F)ccc2F)C[C@H]1C	-0.9
COCC#Cc1ccc([C@H]2[C@@H](CO)N3CCCCN(C(=O)COC)C[C@H]23)cc1	-2.1
O=C(C[C@@H]1CC[C@@H](NC(=O)c2cccnc2)[C@H](CO)O1)NCc1ccncn1	-1.1
CCNC(=O)C[C@@H]1CC[C@@H]2[C@H](COc3ccc(NC(=O)c4ccccc4Cl)cc3C(=O)N2C)O1	0.0
COc1ccc(NC(=O)N(C)C[C@@H]2Oc3ccc(NC(=O)Nc4c(C)noc4C)cc3C(=O)N([C@@H](C)CO)C[C@@H]2C)cc1	-0.8
CN(C)C(=O)c1ccc(-c2ccc3c(c2)[C@H]2[C@H](CCN2C(=O)c2ccc4c(c2)OCO4)[C@@H](CO)N3)cc1	11
COc1cccc(CNC(=O)C[C@@H]2C=C[C@@H](NC(=O)C3CCC3)[C@H](CO)O2)c1	0.1
COc1cccc(S(=O)(=O)Nc2ccc3c(c2)[C@@H]2C[C@@H](CC(=O)N[C@@H](C)c4ccccc4)O[C@H](CO)[C@@H]2O3)c1	1.3
C[C@H](CO)N1C[C@H](C)[C@@H](CN(C)Cc2ccncc2)Oc2ccc(NS(=O)(=O)c3cccs3)cc2C1=O	-2.1
CCCN1C[C@@H](C)[C@@H](OC)CN(C)C(=O)c2cc(NC(=O)Nc3ccccc3F)ccc2OC[C@@H]1C	2.7
O=C(CN1CCOCC1)N1CC[C@@H]2[C@H]1c1cc(Br)ccc1N[C@@H]2CO	16
COc1ccc(NC(=O)N(C)C[C@H]2OCCCC[C@@H](C)Oc3ccc(NC(=O)c4ccncc4)cc3C(=O)N([C@H](C)CO)C[C@@H]2C)cc1	-1.8
CO[C@@H]1CC[C@H]2CCOc3ccc(C#N)cc3C(=O)N(C)[C@@H](C)C(=O)N(C)C[C@H]1O2	1.1
C[C@@H]1CCCCO[C@@H](CN(C)Cc2ccc(C(F)(F)F)cc2)[C@H](C)CN([C@H](C)CO)C(=O)c2cc(NC(=O)Nc3cccc4ccccc34)ccc2O1	-5.3
Cc1ccc(S(=O)(=O)Nc2ccc3c(c2)C(=O)N([C@H](C)CO)C[C@H](C)[C@H](CN(C)S(=O)(=O)c2ccc(Cl)cc2)OCCCC[C@H](C)O3)cc1	-0.5
COCC(=O)N1C[C@@H](C)[C@@H](OC)CN(C)C(=O)c2ccc(NC(=O)c3ccc(OC)cc3)cc2OC[C@@H]1C	0.2
COc1ccccc1C#Cc1ccc2c(c1)[C@@H]1[C@@H](CCN1C(=O)CN1CCOCC1)[C@@H](CO)N2	1.0
Cc1ccc(S(=O)(=O)Nc2ccc3c(c2)C(=O)N([C@@H](C)CO)C[C@H](C)[C@@H](CN(C)C(=O)NC(C)C)O3)cc1	-2.1
OC[C@H]1[C@@H](c2ccc(-c3ccncc3)cc2)[C@@H]2CN(Cc3ccccn3)CCCCN12	-0.3
CC(C)C(=O)Nc1ccc2c(c1)C(=O)N(C)[C@H]1CC[C@H](CC(=O)N[C@H](C)c3ccccc3)O[C@H]1CO2	7.4
CCS(=O)(=O)Nc1ccc2c(c1)C(=O)N(C)C[C@@H](OC)[C@H](C)CN(CC1CCCC1)[C@@H](C)CO2	-4.1
C[C@@H]1CCCCO[C@@H](CN(C)S(=O)(=O)c2ccc(Cl)cc2)[C@@H](C)CN([C@@H](C)CO)C(=O)c2cc(NS(=O)(=O)c3ccc(Cl)cc3)ccc2O1	-1.5
COc1ccc(S(=O)(=O)Nc2ccc3c(c2)C(=O)N([C@@H](C)CO)C[C@H](C)[C@H](CN(C)C(=O)Nc2ccccc2)OCCCC[C@@H](C)O3)cc1	-0.2
CCCNC(=O)Nc1ccc2c(c1)C(=O)N(C)C[C@@H](OC)[C@H](C)CN(Cc1ccccn1)[C@@H](C)CO2	0.1
C[C@H]1CCCCO[C@@H](CN(C)Cc2ccc3c(c2)OCO3)[C@@H](C)CN([C@@H](C)CO)C(=O)c2cc(NS(=O)(=O)c3cn(C)cn3)ccc2O1	0.5
O=C(Nc1ccc2c(c1)[C@H]1C[C@H](CC(=O)N3CCOCC3)O[C@@H](CO)[C@H]1O2)c1ccc2c(c1)OCO2	0.6
COc1ccc(CN(C)C[C@@H]2OCCCC[C@H](C)Oc3ccc(NS(=O)(=O)c4c(C)noc4C)cc3C(=O)N([C@H](C)CO)C[C@@H]2C)cc1	-3.6
N#Cc1cccc(-c2ccc3c(c2)[C@@H]2[C@@H](CCN2C(=O)CN2CCOCC2)[C@H](CO)N3)c1	0.1
COCCNC(=O)C[C@@H]1C[C@@H]2c3cc(NC(=O)Nc4ccc(F)cc4)ccc3O[C@@H]2[C@H](CO)O1	-3.4
CO[C@@H]1CN(C)C(=O)c2ccc(NC(C)=O)cc2OC[C@@H](C)N(C(=O)CN(C)C)C[C@H]1C	-4.1
COCC(=O)Nc1ccc2c(c1)OC[C@H](C)N(CC1CC1)C[C@@H](C)[C@@H](OC)CN(C)C2=O	0.6

# The list is partial; the hit share may differ from the screen's.
